RmlCD inh mix: RmlC/RmlD inhibition, mixture screen | RmlC/RmlD coupled enzyme inhibition, 384-well mixture HTS | inhibition, % at 5.5 µM | 0.39% of 110,000 active | AID 1532; in the data active means inhibition above about 30%, passing the limit was not always enough; inconclusive means no clear call, values can overlap the other calls; further: strong numbers were not always called active
RT RNaseH block: inhibitors of HIV-1 reverse transcriptase RNase H; RT-RNase H RNA/DNA duplex cleavage, fluorescence; 1.9% of 65,000 active; inhibition, % at 10 µM; P04585; in the data active means inhibition above about 50%
An asterisk follows results filed as active; ? = inconclusive; . = no result given. This is a subset. The share of hits here may be higher or lower than overall.

SMILES | RmlCD inh mix | RT RNaseH block
Cc1ccc(OCC(=O)Nn2c(C)nc3ccccc3c2=O)c(C(C)C)c1 | 6 | .
COCCn1c(SCc2csc(-c3ccccc3)n2)nc2ccccc21 | 123 | -23
O=C(Nc1nc(-c2ccccn2)cs1)c1ccc(Cl)s1 | -15 | 5
CCNC(=S)NN(c1ccccc1)c1ccccc1 | -15 | .
Cn1c(=O)c2c(nc(NCCCN3CCOCC3)n2Cc2ccc(Cl)cc2)n(C)c1=O | 9 | 2
CN1CCN(C(=O)Nc2cccc3ccccc23)CC1 | 14 | -8
CCN(CC)S(=O)(=O)c1cccc(C(=O)NC(Cc2c[nH]c3ccccc23)c2nnc3n2CCCCC3)c1 (centres undefined) | -2 | .
O=C(O)CCC(=O)NCc1ccc(F)cc1 | 9 | .
COc1ccc(Cc2nc(-c3ccc(Br)cc3)no2)cc1 | ? | -40
Cc1cc(C)cc(NC(=O)c2cc(S(=O)(=O)NCc3ccco3)ccc2F)c1 | 5 | 9
Cc1oc(-c2cccs2)nc1CSCC(=O)NC1CC1 | 7 | .
COc1cccc2sc(N(C)c3ccccc3)nc12 | 7 | -9
Cc1ccc2[nH]c(=O)c(CN(CCc3ccccc3)C(=O)N3CCOCC3)cc2c1 | -16 | 7
Cc1cc2c3c(c1)C1(SCC(=O)N1c1ccc(F)cc1)C(=O)N3C(C)(C)CC2C (centres undefined) | 104 | .
COc1ccc(OC)c(-n2cnc3cc(C(=O)O)ccc32)c1 | 4 | -3
CCOC(=O)CNC(=O)C1c2ccccc2C(=O)N(c2ccc(OC)cc2)C1c1ccc(OC)cc1 (centres undefined) | -9 | .
Cc1ccccc1Cc1c(C)nc2c(C(=O)NCc3ccco3)cnn2c1C | -15 | -51
CC(=O)Nc1ccc(NS(=O)(=O)c2ccc(Cl)c(C(=O)O)c2)cc1 | -7 | -12
O=C(N1CCOCC1)n1cnc2ccccc21 | -9 | .
Clc1cccc(Oc2cnns2)c1Cl | -17 | .
O=C(O)c1cccc(-n2nnnc2SCc2ccccn2)c1 | 12 | -7
O=C(NC1CCCCCC1)C1CCN(S(=O)(=O)c2ccccc2)CC1 | -11 | -3
COC(=O)C1=CN(CC2CCCO2)C=C(C(=O)OC)C1c1ccsc1 (centres undefined) | 58* | -22
NS(=O)(=O)c1ccc(CCNC(=O)Nc2ccc(Cl)c(Cl)c2)cc1 | 6 | .
CCOC(=O)C1=C(C)OC(N)=C(C#N)C1c1cc(F)ccc1F (centres undefined) | -11 | .

3 entries picked at random from the list so far:
SMILES | RmlCD inh mix | RT RNaseH block
Cn1c(=O)c2c(nc(NCCCN3CCOCC3)n2Cc2ccc(Cl)cc2)n(C)c1=O | 9 | 2
Cc1ccc(OCC(=O)Nn2c(C)nc3ccccc3c2=O)c(C(C)C)c1 | 6 | .
Cc1cc2c3c(c1)C1(SCC(=O)N1c1ccc(F)cc1)C(=O)N3C(C)(C)CC2C (centres undefined) | 104 | .

Later entries
SMILES | RmlCD inh mix | RT RNaseH block
COc1ccc(CN2CCN(c3ccccn3)CC2)cc1OCc1ccccc1 | -24 | -2
Cc1nc2ccccc2c(=O)n1NC(=O)c1ccco1 | -10 | .
CC(C)(C)n1nnnc1C(c1cccs1)N1CCN(Cc2ccccc2)CC1 (centres undefined) | -4 | -7
Cn1cc([N+](=O)[O-])c(C(=O)Nc2ccc(Br)cn2)n1 | 3 | .
COc1ccc(CN2CCN(S(=O)(=O)c3ccc(C)cc3)CC2)cc1Br | -10 | .
O=C(Nc1nnc(-c2ccc(Cl)cc2)o1)NC1CCCCC1 | -9 | .
CC(C)(C)c1ccccc1OCCOCCSc1ncccn1 | 18 | .
Nc1nonc1-c1noc(-c2ccc(Br)o2)n1 | . | -10
CC[N+]1(CC)CC2=Cc3c(ccc4ccccc34)CC2C1 (centres undefined) | 11 | .
O=C(c1ccc2c(c1)OCCO2)N1CCCCC1 | 13 | -8
Cc1ccc(C(=O)Oc2ccc(C(=O)COC(=O)c3cnccn3)cc2)cc1 | -11 | .
Cc1cc(C(F)(F)F)nc(SCC(=O)NC2=NC(=O)C(C)S2)n1 (centres undefined) | . | 60*
COc1cc(S(=O)(=O)N2CCN(C)CC2)c(OC)cc1Br | 0 | -31
COc1ccc(CN(CC2CCCO2)C(=O)CN2C(=O)C(C)Oc3ccc(C)cc32)cc1OC (centres undefined) | -11 | .
CCOc1ccccc1NC(=O)C1CCN(S(=O)(=O)c2cccc3cccnc23)CC1 | . | -15
CC(=O)NC(NC(C)=O)c1ccc(N(C)C)cc1 | 32 | 0
Cc1c(C(=O)OCCN2CCCCC2)oc2ccccc12 | 10 | -2
Cc1noc(C)c1C(=O)Nc1sc2c(c1C(N)=O)CCC2 | -2 | -11
Cc1cnc(NC(=O)Cc2c[nH]c3ccccc23)s1 | 9 | .
Cc1nn(-c2ccccc2)c(Cl)c1C1C(C#N)=C(N)Oc2n[nH]c(C)c21 (centres undefined) | -1 | -4
COC(=O)CNC(=O)C(Cc1c[nH]c2ccccc12)NC(=O)OC(C)(C)C (centres undefined) | 14 | -7
COc1cc(C2Nc3cccc4cccc(c34)N2)cc(OC)c1O | 6 | 20
O=Cc1nc(-c2ccccc2Cl)n2ccccc12 | 11 | .
COc1ccc(N2CCN(C(c3cc4ccc(C)cc4[nH]c3=O)c3nnnn3C3CCCC3)CC2)cc1 (centres undefined) | 3 | 17
C=C(C)CNC(=S)/N=c1\scc(C)n1CC | -4 | .
Continued:
SMILES | RmlCD inh mix | RT RNaseH block
CCn1cc(C(=O)NC2CCCCCC2)c(=O)c2cc(S(=O)(=O)N3CCCCC3)ccc21 | . | -5
C=CCSc1nnc2c(n1)OC(c1ccccn1)N(C(C)=O)c1ccccc1-2 (centres undefined) | 5 | .
O=C(CSc1nnc(-c2ccc(O)cc2)n1Cc1ccco1)c1cccs1 | 6 | 3
Cc1ccc(SCCCn2cncn2)cc1 | -17 | -17
CCn1c(SCC(=O)Nc2ccc3c(c2)OCCO3)nnc1-c1ccco1 | -14 | -1
N#Cc1ccc(NC(=O)CCc2ccc(S(=O)(=O)N3CCOCC3)cc2)cc1 | -2 | .
COC(=O)[C@H]1C[C@@H]1[C@H](NP(=O)(c1ccccc1)c1ccccc1)c1ccccc1 | 8 | .
C=CCNC(=O)COC(=O)COc1ccc(Cl)cc1C | 0 | .
Cc1ccc(CSc2nc3c(cc2C#N)CCC3)cc1 | -9 | .
CCOc1ccc(C(=O)c2cccs2)cc1 | -13 | -23
COc1ccc(CCNC(=O)c2ccc(=O)[nH]n2)cc1OC | -11 | 6
CC1CCCC(C)N1C(=O)COc1ccc(-c2nnco2)cc1 (centres undefined) | -12 | -6
Cc1cc(SCC(=O)Nc2c(C)n(C)n(-c3ccccc3)c2=O)n2c(nc3ccccc32)c1C#N | . | 24
COCCn1c(=O)[nH]c2cc(C(=O)NCCCN3CCN(c4ccc(F)cc4)CC3)ccc2c1=O | 7 | -1
Cc1cc(Cl)ccc1OCC(=O)OC(C)C(=O)NC(N)=O (centres undefined) | 0 | -17
CCN(CC)S(=O)(=O)c1cccc(NC(=O)C2SC(=Nc3ccc(C)cc3C)C(C(=O)NC(C)COC)=C2N)c1 (centres undefined) | -9 | .
O=C1NC(=O)/C(=C\c2ccccc2Oc2ccc(F)c(F)c2)S1 | -2 | .
CCOC(=O)CSc1nsc(SCC(=O)OCC)c1C#N | -8 | .
Cc1cccc(OCC2=N/C(=C\N(C)C)C(=O)O2)c1 | -12 | -74
CC1CCN(CCCNC(=O)CCCNC(=O)Cn2cnc3sc4c(c3c2=O)CCCC4)CC1 | -11 | .
COc1ccc(-n2c(C)cc(C(=O)Cn3c(NCCO)nc4ccccc43)c2C)cc1 | -11 | -5
CC(=O)c1cc(F)c(N2CCCC2)cc1C | 16 | -34
C=CCSC1=C(C#N)C2(CCCCC2)C(C#N)C(=O)N1 (centres undefined) | -5 | 3
CC(=O)c1c(COC(=O)c2cccnc2)nc2ccccc2[n+]1[O-] | -5 | 1
CSc1ccc(-c2cc(=O)c3ccccc3o2)cc1 | -24 | -15
The listing continues.
SMILES | RmlCD inh mix | RT RNaseH block
COc1ccc(-c2cn3ccsc3n2)cc1 | 3 | -7
CCOCCCNC(=O)C(C)NS(=O)(=O)c1ccc(C)cc1 (centres undefined) | 9 | 2
CCOc1ccc(-n2c(SCC(=O)Nc3nccs3)nc3c(c2=O)SCC3)cc1 | -4 | 11
CCOC(=O)c1c(C)n(Cc2ccc3c(c2)OCO3)c2ccc(O)cc12 | -1 | .
CS(=O)(=O)N(CC(=O)N1CCCCCC1)c1cccc(Br)c1 | -12 | -15
O=C(Cn1cnc2c(nnn2Cc2ccccc2)c1=O)NCc1ccco1 | -12 | 2
O=C1OCC(CO)(CO)N=C1NNc1cc(Cl)ccc1Cl | 1 | .
Cc1cccc(Nc2nc(NC(C)C)nc(Oc3ccc(=O)n(C)n3)n2)c1 | 10 | 6
O=C(CCC(=O)N(Cc1ccco1)C(C(=O)NC1CCCC1)c1ccncc1)Nc1cccnc1 (centres undefined) | -5 | -5
O=C(O)C1C2CCC(C2)C1C(=O)NCc1ccco1 (centres undefined) | 6 | -10
COc1ccc(NC(=O)CN2CCC(C(N)=O)(N3CCCCC3)CC2)cc1 | -11 | .
CCn1nccc1C(=O)Nc1ccc(Cl)cn1 | -14 | .
CCc1nnc(NC(=O)CSc2nnc(Cc3ccccc3)o2)s1 | 4 | -18
CCc1nnc(NC(=O)CCC(=O)O)s1 | 7 | -8
Cc1nc2c(cnn2-c2ccc(Cl)cc2)c(=O)n1-c1ccc2c(c1)OCCO2 | . | -27
COc1ncnc2c1oc1nc(C(C)C)c3c(c12)CC(C)(C)OC3 | 6 | -4
COc1ccc(/C(C)=C(\C#N)C(=O)OC(C)C)cc1OC | 10 | .
CS(=O)(=O)Nc1nnc(Cc2ccccc2)s1 | -6 | 2
O=C1N/C(=N\N=C\c2ccc3ncccc3c2)SC1Cc1ccc(SC(F)F)cc1 (centres undefined) | -5 | .
CCC(=O)N1CCc2cc(S(=O)(=O)Nc3ccc4c(c3)OCCO4)ccc21 | -9 | -16
c1ccc2cc3[nH]c(CN4CCOCC4)nc3cc2c1 | -12 | 3
COC(=O)c1ccc(C2Nc3ccc(/C(C)=N/NC(=O)C(OC)c4ccccc4)cc3C3C=CCC32)cc1 (centres undefined) | -7 | .
Cc1cnn(C2CCN(C)CC2)c1N | 13 | -9
O=C1c2ccccc2C(=O)C12Cc1ccccc1N1CCN(c3ccccc3)CC12 (centres undefined) | -10 | -3
Clc1ccc(Cc2noc(CN3CCN(c4ccccc4)CC3)n2)c(Cl)c1 | 8 | 4
New compounds follow:
SMILES | RmlCD inh mix | RT RNaseH block
Cc1cc(C)c(S(=O)(=O)Nc2ccc3c4c(cccc24)CC3)c(C)c1 | -5 | .
O=c1c2ccccc2ncn1-c1ccc(Cl)c(Cl)c1 | -8 | .
Cc1ccc(OC(C)c2nnc(N)s2)cc1Cl (centres undefined) | . | -93
CCN(CC)S(=O)(=O)c1ccc(-c2nnc(SCC(=O)Nc3nnc(C)s3)n2CC)cc1 | 7 | .
CCCCCC(=O)NC(NC(=S)Nc1ccc(S(N)(=O)=O)cc1)C(Cl)(Cl)Cl (centres undefined) | -8 | .
Cc1ccc(C(C)n2cc(C(=O)NCc3cccnc3)nn2)cc1 (centres undefined) | -16 | -1
Cc1cc(C)nc(N(C#N)CC(=O)N2CCC(C(N)=O)CC2)n1 | 2 | 0
COc1ccccc1N1CCN(CC(=O)Nc2ccc(Cl)c(C(F)(F)F)c2)CC1 | -8 | .
COc1ccccc1NC(=O)CNS(=O)(=O)c1ccccc1 | -9 | -4
NCCCCCc1nnc(SCc2ccccc2Cl)o1 | 44 | -1
CCC(=O)NNc1nc2c(F)cc(F)cc2s1 | 13 | .
NCCCSC1=NCCCN1 | 5 | 22
Cc1ccc2c(c1)/C(=N/OS(=O)(=O)c1ccccc1)CCS2 | -15 | .
O=C1NC[C@H](Cc2ccccc2)N(CCc2cccc(F)c2)C1=O | 7 | .
COc1ccc(CCC(=O)N2CC(C)OC(C)C2)cc1 (centres undefined) | -13 | -3

Filtered by structure: the compounds so far with a Cl atom (19)
SMILES | RmlCD inh mix | RT RNaseH block
O=C(Nc1nc(-c2ccccn2)cs1)c1ccc(Cl)s1 | -15 | 5
Cn1c(=O)c2c(nc(NCCCN3CCOCC3)n2Cc2ccc(Cl)cc2)n(C)c1=O | 9 | 2
CC(=O)Nc1ccc(NS(=O)(=O)c2ccc(Cl)c(C(=O)O)c2)cc1 | -7 | -12
Clc1cccc(Oc2cnns2)c1Cl | -17 | .
NS(=O)(=O)c1ccc(CCNC(=O)Nc2ccc(Cl)c(Cl)c2)cc1 | 6 | .
O=C(Nc1nnc(-c2ccc(Cl)cc2)o1)NC1CCCCC1 | -9 | .
Cc1nn(-c2ccccc2)c(Cl)c1C1C(C#N)=C(N)Oc2n[nH]c(C)c21 (centres undefined) | -1 | -4
O=Cc1nc(-c2ccccc2Cl)n2ccccc12 | 11 | .
C=CCNC(=O)COC(=O)COc1ccc(Cl)cc1C | 0 | .
Cc1cc(Cl)ccc1OCC(=O)OC(C)C(=O)NC(N)=O (centres undefined) | 0 | -17
O=C1OCC(CO)(CO)N=C1NNc1cc(Cl)ccc1Cl | 1 | .
CCn1nccc1C(=O)Nc1ccc(Cl)cn1 | -14 | .
Cc1nc2c(cnn2-c2ccc(Cl)cc2)c(=O)n1-c1ccc2c(c1)OCCO2 | . | -27
Clc1ccc(Cc2noc(CN3CCN(c4ccccc4)CC3)n2)c(Cl)c1 | 8 | 4
O=c1c2ccccc2ncn1-c1ccc(Cl)c(Cl)c1 | -8 | .
Cc1ccc(OC(C)c2nnc(N)s2)cc1Cl (centres undefined) | . | -93
CCCCCC(=O)NC(NC(=S)Nc1ccc(S(N)(=O)=O)cc1)C(Cl)(Cl)Cl (centres undefined) | -8 | .
COc1ccccc1N1CCN(CC(=O)Nc2ccc(Cl)c(C(F)(F)F)c2)CC1 | -8 | .
NCCCCCc1nnc(SCc2ccccc2Cl)o1 | 44 | -1

Compound activity from PubChem.
